TDP-43 yeast inh: qHTS of TDP-43 Inhibitors. Potency, µM (series often up to 46.1 µM), for the others: at the highest dose growth rescue (activation), actives largely listed as activators. TDP-43 expressing yeast growth rescue, BacTiter-Glo, 24 h. 410,000 compounds, 1.8% hits; further: potency means the concentration at half of the fitted maximal effect; % of control where 0% means no effect; nearly all actives have a fitted effect of over 50% in size
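Cell-based yeast growth screen: TDP-43 expression induced in galactose, inoculum OD600=0.02 after raffinose pregrowth to mid-log. Read-out BacTiter-Glo luminescence at 24 hr, 30 deg C; inhibition of toxicity seen as signal increase.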
aSyn rescue: qHTS of alpha-syn Inhibitors; Yeast expressing alpha-synuclein, growth rescue, BacTiter-Glo, 24 h; Potency, µM (titrated, usually from 46.1 µM), for the others: at the highest dose growth rescue (activation), hits mostly activators; 370,000 compounds, 0.14% hits; AID 652106, 2013; further: potency means the concentration at half of the fitted maximal effect; % of control where 0% means no effect; nearly all actives have a fitted effect of over 65% in size
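Readout is rescue of growth in alpha-synuclein-expressing yeast, so inhibitors of toxicity appear as activators. Growth after 24 hr at 30 deg C in galactose medium is quantified by luminescence.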
PTHR1 ag: qHTS for PTHR1 Agonists: Primary Screen. AID 743266, 2014. HEK293 GP2 PTHR1 cells, GloSensor cAMP luminescence, 1 h. Potency, µM (doses to about 115 µM), inactives show at the highest dose activation, most hits filed as activators. 410,000 compounds, 0.075% hits; further: potency means the concentration at half of the fitted maximal effect; nearly all actives have a fitted effect of over 55% in size; some results filed as inactive show a strong effect at the top dose; inactives centre near -15; many of its hits are not listed in these tables
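HEK-293-derived GP2 cells expressing PTHR1 and a GloSensor cAMP reporter, 3,000/well, plated overnight, given luciferin plus IBMX (each 0.5 mM as added) for 1 h at 37 °C, then compound for 1 h at 37 °C. Luminescence was read after 15 min at room temperature.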
GLP1R cytotox: qHTS of GLP-1 Receptor Inverse Agonists: Cytotox Screen; HEK293 cAMP-luciferase reporter cells, luminescence, 24 h; Potency, µM (series often up to 38.3 µM), for inactives: at the top dose activity change, negative = inhibition, usual class: inhibitors; 410,000 compounds, 0.13% hits;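 further: loss of luciferase light is scored as toxicity; potency means the concentration at half of the fitted maximal effect; on the % scale 0 is the no-effect control and ±100 the full control effect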
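Luminescence readout: signal drop marks cytotoxicity. Plated cells grew 12 h at 37 °C, 5% CO2, received 23 nL compound for 24 h, then got luciferase reagent, read after 12 min at RT.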
DRD3 agonist: qHTS of D3 Dopamine Receptor Agonist: qHTS; D(3) dopamine receptor (Homo sapiens), P35462; D3R DiscoveRx beta-arrestin cells, luminescence, 90 min; max activation, %; 410,000 compounds, 0.58% hits; AID 652048, 2013; in the data active means max activation above about 30%; further: 0% is about no effect; mostly tested at two doses, the higher about 12 µM
Target sequence (P35462 whole entry, looked up): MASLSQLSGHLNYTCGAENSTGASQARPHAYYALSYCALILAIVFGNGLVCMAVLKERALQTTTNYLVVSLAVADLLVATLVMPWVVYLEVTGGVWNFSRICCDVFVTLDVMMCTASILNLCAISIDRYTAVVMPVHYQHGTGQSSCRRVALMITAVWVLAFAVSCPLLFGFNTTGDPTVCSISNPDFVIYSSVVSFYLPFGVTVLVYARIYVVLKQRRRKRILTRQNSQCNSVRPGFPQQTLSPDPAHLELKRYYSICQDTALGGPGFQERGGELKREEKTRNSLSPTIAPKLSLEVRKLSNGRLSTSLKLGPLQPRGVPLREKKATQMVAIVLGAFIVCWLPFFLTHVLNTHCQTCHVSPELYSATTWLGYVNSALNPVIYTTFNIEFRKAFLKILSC
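Agonist mode: compounds and dopamine controls were applied to plated cells for 90 min at 37 degrees C after an overnight attachment at 1500 cells/well. Luminescent read-out followed 30 - 60 minutes at room temperature with DiscoveRx detection reagent.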
GLP-1R agonist: qHTS of GLP-1 Receptor Agonists; Potency, µM (titrated, usually from 45.6 µM), without a hit: at the highest dose activation, actives largely listed as activators; Glucagon-like peptide 1 receptor (Homo sapiens), P43220; HEK293 GLP-1R CRE-luciferase, luminescence, 4-6 h; cells express a hypersensitive GLP-1R form; 380,000 compounds, 0.007% hits; AID 624172, 2012; further: potency means the concentration at half of the fitted maximal effect; % of control where 0% means no effect
Target sequence (P43220 whole entry, looked up): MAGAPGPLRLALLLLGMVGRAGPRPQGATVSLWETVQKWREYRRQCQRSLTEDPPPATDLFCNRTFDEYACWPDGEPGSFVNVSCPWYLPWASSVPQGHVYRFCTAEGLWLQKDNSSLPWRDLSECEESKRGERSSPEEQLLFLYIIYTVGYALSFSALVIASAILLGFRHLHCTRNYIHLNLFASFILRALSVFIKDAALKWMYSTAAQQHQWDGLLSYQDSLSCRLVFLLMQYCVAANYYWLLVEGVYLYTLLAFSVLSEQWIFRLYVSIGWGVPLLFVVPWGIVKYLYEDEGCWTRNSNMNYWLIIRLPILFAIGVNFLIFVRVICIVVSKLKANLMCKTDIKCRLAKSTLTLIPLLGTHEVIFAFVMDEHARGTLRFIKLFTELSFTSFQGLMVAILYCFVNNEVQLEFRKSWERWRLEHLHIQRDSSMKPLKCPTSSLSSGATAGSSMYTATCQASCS
KB-V1 cytotox: qHTS assay for MDR1-selective chemotherapeutics: Primary screen using the drug-selected MDR subline cells KB-V1 | 400,000 compounds, 3.4% hits | KB-V1 MDR cells viability, CellTiter-Glo, 72 h | Potency, µM (titrated, usually from 46.1 µM), without a hit: at the highest dose activity change, negative = cytotoxicity, most hits filed as cytotoxic; further: potency means the concentration at half of the fitted maximal effect; on the % scale 0 is the no-effect control and ±100 the full control effect; nearly all actives have a fitted effect of over 60% in size
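Drug-selected KB-V1 cells, grown in DMEM lacking phenol red with 10% FBS, receive compound titrations; after three days at 37 degrees C, surviving cell ATP is quantified by CellTiter-Glo luminescence and responses normalized and curve-fitted.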
GLP1R inv ag: qHTS of GLP-1 Receptor Inverse Agonists (Inhibition Mode); Potency, µM (series often up to 38.3 µM), for the others: top-dose activity change, negative = inhibition, hits mostly inhibitors; HEK293 GLP-1R CRE-luciferase, luminescence, 24 h; GLP-1R form is constitutively active; AID 624417, 2012; Glucagon-like peptide 1 receptor (Homo sapiens), P43220; 410,000 compounds, 1.6% hits; further: potency means the concentration at half of the fitted maximal effect; on the % scale 0 is the no-effect control and ±100 the full control effect; nearly all actives have a fitted effect of over 55% in size
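Constitutively active GLP-1R drives a cAMP-responsive luciferase in stably transfected HEK293 cells; test compounds are added after overnight (12 h) attachment and left 24 hr, and signal loss in luminescence marks inhibition.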
D3 antag: qHTS of D3 Dopamine Receptor Antagonist: qHTS | D(3) dopamine receptor (Homo sapiens), P35462 | max response, negative = inhibition, % | D3R cells, DiscoveRx beta-arrestin luminescence, antagonist mode; stronger effect = lower value | 360,000 compounds, 2.5% hits | AID 652054, 2013; in the data active means max response below about -50%; inconclusive means no clear call, values can overlap the other calls; further: on the % scale 0 is the no-effect control and ±100 the full control effect; mostly tested at two doses, the higher about 12 µM
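Cells expressing the human receptor were seeded at 1500 cells/well, incubated overnight at 37 degrees C in 5% CO2, then exposed to library compounds with dopamine controls for 90 minutes at 37 degrees C before luminescent detection.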
Starred values were filed as active, the others as inactive; i = inactive; ? = inconclusive; nt = not tested or not shown; [ ] = another dose, or the depositor's remark. Unless noted, the call rests on the fitted dose curve; in most records, active means well fitted curve in the direction sought with a large enough effect; inconclusive means small, poorly fitted or top-dose-only effect, or another doubt; inactive means no such curve, though single readings can be large; an effect the other way counts as inactive or inconclusive.

Results follow in this order: PTHR1 ag | aSyn rescue | GLP-1R agonist | DRD3 agonist | GLP1R cytotox | KB-V1 cytotox | TDP-43 yeast inh | GLP1R inv ag | D3 antag
- COC(=O)/C=C(\C)N=Nc1c(O)[nH]c2ccccc12
  -23.8% | 13.7% | 24.0% | -4.9 | ? | ? | -11.4% | 1.1% | -13.2
- COc1ccc(NC(=O)CN(C)C(=O)c2ccc3c(c2)NC(=O)CS3)cc1
  -22.3% | 5.8% | -1.7% | 1.5 | -5.0% | ? | 16.7% | 11.9% | 8.5
- Cc1ccc(-n2nc(C)c3c2OC(N)=C(C#N)C3c2ccco2)cc1 (stereo not drawn)
  -38.2%[inhibitor][57.5 µM] | -8.4% | 6.3% | 1.2 | -15.4% | 1.4% | -1.7% | 0.5% | -16.3
- COc1ccc(CNC(=O)CCCCCNc2nc(=S)[nH]c3ccccc23)cc1
  i | 4.3% | 10.5% | -9.0 | -5.9% | -14.2% | 13.8% | -19.8% | -17.4
- CS(=O)(=O)N(CC(=O)Nc1ccc2c(c1)OCO2)Cc1ccc(Cl)cc1
  -11.8%[57.5 µM] | 12.1% | 0.6% | -1.6 | -1.6% | -4.9% | 1.3% | ? | 2.2
- CNC(=O)C1CCC(Cn2c(=O)c3sccc3n(Cc3ccc(F)cc3)c2=O)CC1 (stereo not drawn)
  0.7% | nt | nt | 0.8 | -2.2% | 5.3% | 21.9% | 2.2% | nt
- COc1ccc(CNC(=O)CCc2c(C)c3cc4c(C)c(C)oc4cc3oc2=O)cc1
  -25.9% | nt | nt | 5.4 | -0.1% | nt | -16.0% | -28.5% | nt
- COc1ccc(NC(=O)c2c(NC(=O)c3ccc(Br)cc3)sc3c2CCCC3)cc1
  -57.6%[inhibitor] | nt | nt | -19.0 | ? | -28.5% | ? | ? | nt
- O=C(C(=O)N1CCCc2ccccc21)c1cn(CC(=O)N2CCOCC2)c2ccccc12
  i | -1.0% | 12.3% | 4.7 | -17.2% | 7.7% | nt | -20.4% | 10.4
- COc1ccc2c3n([n+]([O-])c2c1)CCN=C3c1ccc(Cl)cc1
  -10.5% | 0.3% | -0.7% | 10.2 | -4.8% | -2.3% | 0.2% | 7.6% | -0.4
- Cc1cccc(Cn2c(NCCO)nc3c2c(=O)n(C)c(=O)n3C)c1
  i | -10.8% | 0.8% | 6.5 | ? | 4.11µM* | -16.3% | -3.4% | 15.1
- Cc1nc2ccccc2n1CC(=O)NC(C)C1CC2CCC1C2 (stereo not drawn)
  -48.6%[inhibitor] | -1.1% | 0.0% | 3.1 | -11.5%[7.66 µM] | ? | 7.9% | -7.4%[7.66 µM] | 8.4
- Cc1cccc(C)c1-n1nnnc1C1c2ccccc2C(=O)N1CCc1ccccc1F (stereo not drawn)
  -7.7% | 7.6% | ? | 7.9 | -10.2% | 4.9% | 35.5µM* | 9.6% | 18.6
- C[C@@H]1CN([C@H](C)CO)C(=O)c2c(c3ccccc3n2C)-c2ccccc2CO[C@H]1CN(C)Cc1ccc(Oc2ccccc2)cc1
  -11.7% | -14.5% | -7.2% | 3.9 | 0.6% | ? | 20.8% | ? | 30.4
- COc1ccc(NC(=O)NCc2ccccc2F)cc1OC
  -15.3% | 0.7% | -4.6% | 4.5 | 15.6% | -27.0% | 0.0% | 5.9% | 6.0
- Nc1c(Cl)ncnc1N/N=C/c1ccncc1
  i | -2.9% | 6.7% | -1.9 | -11.6% | -4.7% | -8.6% | -16.0% | -7.7
- O=C(C(Cc1ccccc1)n1cccc1)N1CCN(C2CCCCC2)CC1 (stereo not drawn)
  i | -0.4% | -1.6% | -3.2 | -23.3% | 0.0% | 10.2% | ? | 5.2
- CCOc1ccc(-c2cc(CCCC(=O)Nc3cccc(OC)c3)no2)cc1
  -5.4% | 8.6% | 10.9% | -3.4 | -29.9% | ? | -4.5% | ? | 0.0
- C=C1CCC[C@]2(C)C[C@H]3OC(=O)C(CN(C)CC(OC)OC)[C@H]3CC12 (stereo partly drawn)
  i | -8.0% | -0.2% | -2.9 | ? | ? | -9.9% | ? | 9.6
- O=S(=O)(Nc1ccccc1N1CCCCC1)c1ccccc1
  -75.0%[inhibitor] | -1.0% | -5.3% | -4.9 | 28.9% | 2.1% | -9.7% | ? | -5.0
- CSc1ccccc1N1CCN(C(=O)Nc2ccc3c(c2)NC(=O)CO3)CC1
  -41.5%[inhibitor] | -15.4% | -8.8% | -5.3 | -37.7% | -12.9% | 3.3% | 0.0% | -23.8
- O=C(Nc1nc2ccccc2[nH]1)c1ccc(F)c(S(=O)(=O)N2CCOCC2)c1
  -8.8% | -3.5% | -13.0% | 3.3 | -20.3% | ? | 15.6% | 23.8% | -6.2
- COc1ccc(CN2CCN(C(=O)c3ccccc3F)CC2)c(OC)c1OC
  -50.0%[inhibitor] | -9.3% | 0.5% | -14.7 | 0.6% | -4.1% | -9.4% | 6.8% | 1.3
- Cc1ccc(C(=O)CSc2nnc(COc3cc(C)cc(C)c3)o2)cc1
  -40.2%[inhibitor] | 2.9% | 5.5% | 0.6 | 10.5% | -28.6% | 2.3% | -4.5% | 7.7
- Nc1c(C(=O)c2ccc3c(c2)OCO3)sc(Nc2ccccc2F)c1S(=O)(=O)c1ccccc1
  i | -0.2% | 6.6% | -17.8 | 0.4% | -29.1% | -11.0% | -7.9% | nt
- COc1cc(CNC2CCCCCCC2)cc(Cl)c1OCC(N)=O
  -5.2% | -0.3% | -5.2% | -14.6 | 3.6% | -7.9% | -0.5% | -18.5% | -18.9
- O=C(NC1CCCCC1)N(CCN1CCOCC1)Cc1cc2cc3c(cc2[nH]c1=O)OCCO3
  i | -0.4% | -4.2% | -16.6 | -9.9% | ? | 5.8% | 0.0% | ?
- Cc1ccc(C(C)C)c(OCCCn2ccnc2C)c1
  -24.7% | -1.9% | -4.4% | -11.9 | ? | -12.0% | -2.6% | ? | -2.1
- O=C1C2CCCCC2C(=O)N1c1ccc(NC2CCN(Cc3ccccc3)CC2)c([N+](=O)[O-])c1 (stereo not drawn)
  i | -4.9% | 2.8% | -16.6 | -16.8% | ? | -11.0% | 15.0% | -17.0
- CCCCOC(=O)Cn1c2ccc(OC)cc2c2nc3ccccc3nc21
  i | -2.8% | -4.1% | 0.2 | 2.3% | -1.1% | -1.3% | 0.0% | 21.8
- C=CCONC(=O)Cc1ccccc1
  i | 0.1% | -0.2% | -26.4 | 20.9% | -5.0% | 0.9% | 2.2% | 12.9
- CC(=O)Nc1ccccc1OCCOc1ccc(Br)cc1
  -27.7% | 11.6% | 7.6% | 6.3 | 0.0% | 18.4µM* | ? | ? | 8.0
- CCCCc1cc(=O)oc2cc(OCC(=O)NC3CCN(Cc4ccccc4)CC3)ccc12
  ? | 4.9% | -0.2% | -15.5 | 3.8% | 20.8% | -4.6% | 1.4% | -53.7*
- COc1cc2ccccc2cc1C(=O)Nc1ccc2oc(-c3cccc(C)c3)nc2c1
  -68.5%[inhibitor] | nt | nt | 0.3 | 4.2% | -3.8% | 13.4% | 15.1% | nt
- CC(C)CNc1ncnc2c1ncn2[C@H]1CN(CCc2ccccc2)C[C@@H](CO)O1
  i | -0.2% | 5.0% | 7.1 | 3.6% | 3.5% | 14.6% | -9.9% | -1.3
- CS(=O)(=O)N1CCN(C(=O)Cc2ccc(Br)cc2)CC1
  i | -2.9% | -4.1% | 3.7 | 0.1% | 0.0% | 7.1% | 5.1% | 4.3
- O=C(Nc1ccc(N2CCOCC2)cc1)c1cccc(S(=O)(=O)N2CCCCC2)c1
  -85.1%[inhibitor] | 3.6% | -1.0% | 4.1 | -10.2% | -14.5% | 18.6% | -9.7% | 3.4
- COc1ccc(/C=C2\SC(=S)N(CC(=O)OCC(=O)Nc3cc(Cl)cc(Cl)c3)C2=O)cc1
  -6.4% | 0.1% | -1.2% | 3.5 | -12.1% | -4.3% | 25.2% | -8.8% | -2.2
- CCn1c(SCC(N)=O)nc2cc(S(=O)(=O)N3CCOCC3)ccc21
  i | 0.0% | 1.1% | 0.1 | 5.4% | 2.1% | 7.0% | 37.7%[activator] | -12.1
- CC1CCCN(c2nc3ccccc3nc2C(C#N)S(=O)(=O)c2ccccc2)C1 (stereo not drawn)
  -27.4% | 2.0% | -1.4% | 21.2 | 25.0% | ? | 9.6% | 5.3% | 0.0
- COc1cc2c(cc1NC(=O)COCC(=O)O)oc1ccccc12
  i | -5.8% | 0.7% | -3.1 | 3.5% | 22.1% | -14.9% | 20.1% | -24.3
- COc1cc(COCC(O)CN2C(C)CCCC2C)cc(OC)c1OC (stereo not drawn)
  -4.6% | -1.7% | 0.2% | -9.7 | 1.7% | 8.2% | -4.8% | 22.4% | -1.3
- COc1ccc(C(CNC(=O)c2cccnc2SC)N2CCOCC2)cc1 (stereo not drawn)
  ? | -0.1% | 5.4% | 3.5 | -10.5% | 0.0% | -9.4% | 18.3% | -18.5
- CC1=C(C(=O)NC2CCCCC2C)C2(CCC(C)CC2)OC1=O (stereo not drawn)
  i | 3.2% | 5.3% | -0.6 | -8.2% | 8.8% | 26.8% | -17.0% | -12.7
- CN(C)S(=O)(=O)c1cccc(NC(=O)c2ccccc2OCc2ccc(F)cc2)c1
  -6.6% | 12.2% | 17.2% | 4.4 | -1.6% | ? | -5.7% | ? | 14.7
- Cc1ccc(Nc2nc(CSc3nnc(-c4cccs4)o3)cs2)cc1
  -9.4% | -5.3% | -5.1% | -3.9 | 13.5% | ? | 7.3% | ? | -23.0

Compound activity deposited in PubChem by National Center for Advancing Translational Sciences (NCATS).

This is a subset. The share of hits here may be higher or lower than overall.
